Neddyl block: cullin neddylation inhibition | TR-FRET cullin neddylation, biochemical | calls only at 25 µM | actives 0.58% (n = 360,000) | AID 651699; in the data active = inhibition above about 36%
SKN-1 block: blocks SKN-1 activity in C. elegans; C. elegans VP596 Pgst-4::GFP/RFP ratio, acrylamide-induced, 24 h; inhibition, % at 21.8 µM; actives 0.49% (n = 360,000);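 active = interference check ratio from 0.5 to 1.5 plus GFP to RFP signal ratio inhibition reaching or exceeding a fixed threshold, cut at about 30% in these data, passing the limit was not always enough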; note: some compounds called inactive have numbers as strong as hits
Rin1-Abl PPI inh: inhibitors of human Rin1-Abl protein interaction; actives 0.4% (n = 360,000); AID 588664; inhibition, % at 7.35 µM; TR-FRET Rin1/Abl binding, biochemical; in the data active = inhibition above about 5%, passing the limit was not always enough
FAS-TE inh: FAS thioesterase (human) inhibition. P49327. recombinant FAS-TE, OMFH fluorogenic substrate, fluorescence endpoint. inhibition, % at 15 µM. actives 0.67% (n = 360,000). AID 602261;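 active = compounds whose normalised, plate-corrected inhibition of enzyme fluorescence in the single-dose primary screen is 50% or more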;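 note: 0% = DMSO with enzyme and 100% = substrate without enzyme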
MT1-MMP act inh: blocks activation of human MT1-MMP | P50281 | HT1080 RFP-PRO-GFP cells, GFP/RFP ratio fluorescence, overnight; percent of plate control window, DMSO zero | GFP/RFP ratio change, % at 20 µM | actives 0.061% (n = 360,000) | AID 651647;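 active = GFP/RFP ratio change of at least 30% with cell ATP level not reduced by more than half and red fluorescence within 50% of control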; note: strong numbers were not always called active
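Test system: HT1080 cells expressing an RFP-PRO-GFP fluorescent reporter construct / Compound dosing: single-point 20 µM compound, 1% DMSO / Schedule: cells overnight before dosing, compound overnight, 37 °C, 5% CO2 / Evaluation: GFP/RFP fluorescence ratio / Control set: DMSO and RFP-L50D-GFP cell wells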
NadD inh: NadD (S. aureus) enzyme inhibition | AID 602399 | inhibition, % at 20 µM | actives 0.78% (n = 360,000) | purified NadD enzyme, colorimetric absorbance read-out; in the data active = inhibition above about 26%; note: some compounds past the cut are filed as inactive
CSN deneddyl inh: inhibitors of human CSN-mediated cullin deneddylation. Purified CSN, SCF-Nedd8-OG deneddylation, fluorescence polarization. inhibition, % at 12.5 µM. AID 651999. actives 0.38% (n = 360,000);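 active = pattern-corrected inhibition above about 35%, with an unprinted fluorescence ratio check between 0.5 and 1.5, limit read from the data, passing the limit was not always enough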;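 note: 0% = enzyme with substrate and 100% = substrate without enzyme; some results filed as inactive read as strong as hits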
Target sequence (Q92905 whole entry, looked up, one chain of several): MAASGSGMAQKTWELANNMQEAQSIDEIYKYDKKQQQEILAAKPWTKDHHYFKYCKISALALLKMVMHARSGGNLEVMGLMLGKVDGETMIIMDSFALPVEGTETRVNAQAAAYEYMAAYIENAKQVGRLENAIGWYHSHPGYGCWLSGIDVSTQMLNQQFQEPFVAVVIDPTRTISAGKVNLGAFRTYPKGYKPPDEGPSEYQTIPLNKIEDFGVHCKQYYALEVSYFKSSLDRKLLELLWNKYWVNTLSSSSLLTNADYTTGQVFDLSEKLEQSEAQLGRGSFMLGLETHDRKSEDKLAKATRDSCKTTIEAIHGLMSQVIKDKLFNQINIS
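Material: human Csn5 produced in HEK293T cells; Input: enzyme 0.24 nM; Reagent: SCFSkp2-Nedd8OG substrate at 10 nM final; Dosing: 12.5 µM compound; Incubation: 90 min reaction at room temperature; Detection: fluorescence polarization of the substrate; Evaluation: % inhibition of substrate cleavage by Csn5; Control set: substrate-only high control, full reaction low control.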
PABP1 MLLE inh: blocks PAM2 peptide binding to the PABP1 MLLE domain. actives 0.36% (n = 360,000). GST-MLLE / FITC-PAM2 fluorescence polarization. inhibition, % at 20 µM. P11940; in the data active = inhibition above about 35%, passing the limit was not always enough;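 note: plate controls were DMSO wells with GST-MLLE for no effect and wells lacking GST-MLLE protein for full effect; some results filed as inactive read as strong as hits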
Rpn11 inh: inhibitors of human proteasome Rpn11. O00487. human 26S proteasome, Ub4-pepOG fluorescence polarization; 20S core pre-blocked with epoxomicin. calls only at 20 µM. actives 0.59% (n = 360,000);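 active = inhibition at 20 µM, scaled to each plate's controls, above about 33%, limit read from the data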
Target sequence (O00487 whole entry, looked up): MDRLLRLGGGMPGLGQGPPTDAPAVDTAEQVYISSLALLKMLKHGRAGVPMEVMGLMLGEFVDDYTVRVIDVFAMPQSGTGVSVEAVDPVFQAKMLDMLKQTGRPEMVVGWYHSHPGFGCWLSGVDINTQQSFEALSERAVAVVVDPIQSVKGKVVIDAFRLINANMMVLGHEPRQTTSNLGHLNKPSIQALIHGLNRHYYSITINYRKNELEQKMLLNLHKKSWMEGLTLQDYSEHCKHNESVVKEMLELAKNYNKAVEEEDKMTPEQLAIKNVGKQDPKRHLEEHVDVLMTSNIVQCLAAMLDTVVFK
Starred values were filed as active, the others as inactive; i = inactive; nt = not tested or not shown. Compounds as they come. About 3.9% of those tested had a hit in this group.

SMILES	Neddyl block	SKN-1 block	Rin1-Abl PPI inh	FAS-TE inh	MT1-MMP act inh	NadD inh	CSN deneddyl inh	PABP1 MLLE inh	Rpn11 inh
CCOc1ccc(N2C(=O)CC(N(CCc3ccccc3)C(=O)/C=C/C(=O)O)C2=O)cc1 (stereo not given)	i	1	4	-3	0	-2	-3	13	i
CC1CCCCC1NC(=O)COC(=O)c1c2c(nc3ccccc13)/C(=C/c1ccco1)CC2 (stereo not given)	i	7	-4	-4	3	85*	25	-22	i
Cc1cc(NC(=O)OC(C)(C)C)c(-n2nnnc2C(C(=O)c2ccc3c(c2)OCO3)N2CCN(c3ccccn3)CC2)cc1C (stereo not given)	i	0	nt	nt	-12	nt	-4	nt	nt
Cc1ccc(NS(=O)(=O)c2ccc(OCC(N)=O)cc2)cc1	i	9	6	-1	-5	4	0	0	i
CCOC(=O)c1cn(-c2ccccc2)nc1-c1ccncc1	i	-1	3	-3	-6	-2	4	2	i
Cc1cc(NC(=O)CCN2C(=O)/C(=C\c3ccccc3Cl)SC2=S)no1	i	11	0	8	1	8	-1	0	i
COc1ccc(/C(=C/c2ccc(OC(F)F)c(OC)c2)C(=O)O)cc1OC	i	5	-3	-10	3	-18	-4	9	i
Cc1cc(NC(=O)CSc2nc3ccccc3c(=O)n2CCCC(=O)NCc2ccco2)n[nH]1	i	-15	-1	-3	0	-5	-4	-6	i
O=C1NC(=O)C(c2ccccc2)N1 (stereo not given)	i	-3	3	-5	-2	-2	-3	-5	i
COc1ccc(NC(=O)C[C@H]2C(=O)N(c3ccccc3)C[C@@H]2Cc2ccccc2)cc1	i	11	-3	15	4	-8	1	16	i
CCNC(=S)NNC(=O)c1cc(-c2ccc(OCC)cc2)nc2ccccc12	i	-28	3	6	12	2	-7	20	i
CCC(C)(C)NC(=O)CN(C(=O)C(=O)Nc1ccc2c(c1)OCCO2)C(C)(C)CC	i	4	-1	1	-5	-2	-3	-7	i
O=C(Nc1ccc2oc(-c3cccnc3)nc2c1)c1ccc([N+](=O)[O-])o1	i	-6	-3	10	-3	-7	-2	13	i
Cn1cccc1C(=O)NCCc1ccccc1	i	-12	3	1	1	2	-1	-38	i
O=C(N/C(=C/c1ccco1)C(=O)N1CCCC1)c1cccs1	i	7	2	-4	-6	5	9	11	i
CC1CCN(S(=O)(=O)c2ccc(NC(=O)[C@@H]3CCCN3C(=O)c3cccs3)cc2)CC1	i	0	2	6	4	4	-4	0	i
CCN(CC(=O)NCc1cccs1)C(=O)c1ccc([N+](=O)[O-])o1	i	4	-4	5	2	3	4	11	i
O=C(c1cccc(S(=O)(=O)N2CCCC2)c1)N1CCN(c2ccccc2F)CC1	i	-19	-1	-2	-3	-11	-7	-2	i
CCOc1ccc(C2CC(c3cccc(OC)c3)Nc3nc(N)nn32)cc1 (stereo not given)	i	-11	3	-6	0	1	-1	18	i
CN(C)S(=O)(=O)c1ccc(SCC(=O)Nc2ccc3c(c2)OCCO3)nc1	i	9	1	3	2	3	-8	21	i
O=C(CNC(=O)N1CC(=O)Nc2ccccc21)Nc1ccccc1F	i	17	2	0	-4	4	-2	1	i
COc1cc2c(cc1OC)C(O)C(O)(CO)C(C(=O)O)C2c1cc(OC)c(OC)c(OC)c1 (stereo not given)	i	-4	0	-9	-3	2	-1	-9	i
COc1cccc(N2CCN(c3nc(C)cc(C)c3C#N)CC2)c1	i	-10	1	21	1	-2	-1	5	i
N#Cc1cc(N)ccc1-n1cccc1	i	-3	2	-3	-2	-3	2	-10	i
CC(=O)Nc1cc(-c2ccc(N3CCN(C)CC3)cc2)cn2c(-c3cccc(C(=O)N(C)C)c3)cnc12	i	-4	-4	-11	-2	-16	6	-18	i
COc1cccc(/C=N\NC(=O)C2C(=O)NCC2c2ccccc2)c1O (stereo not given)	i	26	-2	0	-1	1	2	2	i
CCCCNC(=O)Cc1ccc(C)cc1	i	-5	-3	-11	5	1	-5	-15	i
CCOc1ccc(OCC(=O)NCCS(=O)(=O)N2CCN(c3ccccc3)CC2)cc1	i	7	1	-7	-1	8	5	-11	i
COc1ccc(C2NCCc3cc(OC)c(OC)cc32)cc1OC (stereo not given)	i	11	-2	-6	-21	-6	-1	0	i
COc1ccc(OC)c(S(=O)(=O)N2CCCC(C)C2)c1 (stereo not given)	i	5	-1	-2	-4	3	3	2	i
CCC(C)NCCOc1ccc(Br)cc1 (stereo not given)	i	-13	2	0	8	-3	-2	-14	i
c1ccc(-c2noc(CSc3nnc(Cc4cccs4)n3-c3ccccc3)n2)cc1	i	-15	0	9	-7	4	-2	-8	i
O=C(Nc1cccnc1)C1OCCc2ccccc21 (stereo not given)	i	-7	-1	-4	0	-10	4	3	i
NC(=O)c1ccc[n+](Cc2ccc(-c3ccccc3)cc2)c1	i	-4	0	-3	-1	-7	3	0	i
Cc1ccc2nc(-c3ccc(NS(=O)(=O)c4ccc(F)cc4)cc3)sc2c1	nt	12	2	36	7	1	0	-27	i
C=CCSc1nc2c(sc3nc(C)cc(C)c32)c(=O)[nH]1	i	-16	2	1	7	27	-4	17	i
COC(=O)c1ccc(Cn2c(CN3CCOCC3)nc3ccccc3c2=O)o1	i	-7	1	-3	-2	-3	-3	-1	i
CC(C(=O)N1CCN(Cc2ccc3c(c2)OCO3)CC1)c1ccc([N+](=O)[O-])cc1 (stereo not given)	i	17	2	16	-3	5	-2	6	i
COc1cccc(N2CCN(CC(=O)NCc3ccccc3)CC2)c1	i	0	-1	-2	0	-7	-3	3	i
O=C(c1ccco1)N1CCN(Cc2ccccc2F)CC1	i	-4	4	-4	-2	0	3	-1	i
CC1CCN(S(=O)(=O)c2ccc3c(c2)CCN3C(=O)CCC(=O)O)CC1	i	11	-3	-4	2	-5	4	-7	i
COc1cnn(-c2cccc(C(F)(F)F)c2)c(=O)c1Cl	i	-3	-2	-2	5	-4	2	9	i
CS(=O)(=O)N1CC(C(=O)NN)Oc2ccc(Cl)cc21 (stereo not given)	i	0	-2	0	1	-5	2	4	i
CCOCc1nnc(NC(=O)CCS(=O)(=O)Cc2ccccc2)s1	i	-10	2	-6	-2	-6	4	7	i
NC(=NCCc1ccccc1)NS(=O)(=O)c1ccccc1F	i	4	0	-4	2	1	0	6	i
COc1ccc(C(=O)c2nc3c(n2O)CCCC3)cc1OC	i	2	1	-5	2	3	-4	-1	i
COCCc1ncc(CN2CCCC(C(=O)Nc3cccc(-c4cccc(C)c4)c3)C2)cn1 (stereo not given)	i	7	10	2	0	-11	1	-8	i
COCc1nnc(NC(=O)c2ccc(NC(C)=O)cc2)s1	i	5	1	-7	7	4	-3	24	i
CCn1c(COc2ccc(=O)n(-c3ccccc3)n2)n[nH]c1=S	i	-3	2	-7	-1	-5	4	-5	i
CCCc1c(O)nc(SCCN(CC)CC)[nH]c1=O	i	10	7.6*	-8	-2	-2	1	12	i
CN1CCN(CCCNc2nc3ccccc3c3nc(-c4ccccc4)nn23)CC1	i	-2	-2	-3	2	-11	-5	-1	i
Fc1ccccc1CSc1nc2ccccc2[nH]1	i	12	2	-1	0	-7	2	-51	i
CC(=O)c1ccc(COC(=O)Cc2ccc([N+](=O)[O-])cc2)cc1	i	-1	1	22	0	-15	4	-3	i
Cc1ccc(OCC(=O)NCc2n[nH]c(=O)c3ccccc23)cc1	i	-2	1	-4	0	-2	0	4	i

Bioassay records: PubChem BioAssay, several laboratories
